# Source: PubChem BioAssay (several laboratories)
# PLAP inhibition = PLAP enzyme inhibitors, biochemical, luminescence, HTS (AID 690); Alkaline phosphatase, placental type (Homo sapiens); purified PLAP, luminescent substrate; higher % means a stronger effect; inhibition, % at 20 µM, or IC50 in µM where a hit was titrated; 96,000 compounds, 0.08% hits; in the data active = a potency from the dose series; inactive = the rest, 99 in 100 with inhibition below about 30%; also: strong numbers were not always called active
# MRP resist rev = reversal of MRP1-mediated doxorubicin resistance, primary screen, H69AR cells, doxorubicin co-treatment | AID 602, 2007 | differential viability (reversal), % at 10 µM | 85,000 compounds, 0.04% hits | H69AR cells + 2 uM doxorubicin, CellTiter-Glo, 72 h;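 active = viability drop by adding the cancer drug above about 55%, with treated viability meeting a 40% cutoff, limit read from the data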;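 also: viability without doxorubicin minus viability with 2 µM doxorubicin for each compound; larger differential means the compound sensitizes cells more to doxorubicin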
# IL1B NFkB pot = enhancers of NFkB p65 translocation in HUVEC – imaging, IL-1B stimulus, high-content imaging, primary screen. HUVEC IL-1B NFkB p65 nuclear translocation imaging. 94,000 compounds, 0.3% hits. activation, % at 2 µM. AID 819, 2007;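 active = activation above 40%, about the mean plus 3 SD, also judged a hit on visual image review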;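 also: percent activation is computed from the nuclear over cytoplasmic p65 intensity ratio; values of inactives mirror those of a sister screen read the other way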
# IL1B NFkB inh = inhibitors of IL-1B driven NFkB p65 nuclear import, primary screen, imaging, HUVEC, IL-1B stimulus, high-content imaging. HUVEC IL-1B NFkB p65 nuclear translocation imaging. inhibition, % at 2 µM. 94,000 compounds, 0.43% hits. AID 796, 2007;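 active = inhibition above about 30% together with a positive call from visual inspection of the well image, limit read from the data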;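 also: nuclear over cytoplasmic p65 intensity ratio measured by imaging; 0% = IL-1B stimulated DMSO wells and 100% = unstimulated DMSO wells; values of inactives mirror those of a sister screen read the other way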
# Bcl-B displacement = displacers of TR3 peptide from Bcl-B, primary screen, selectivity assay for Bfl-1 inhibitor project, biochemical, fluorescence polarization; Bcl-2-like protein 10 (Homo sapiens); FP displacement of FITC-TR3 peptide from Bcl-B; higher % means a stronger effect; displacement, % at 20 µM; hits with a dose series show IC50 in µM; 96,000 compounds, 0.11% hits; AID 748, 2007;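 active = displacement above 50% at 20 µM plus a fluorescence interference ratio under 1.5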;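 also: plate controls were wells without compound for no effect and wells lacking Bcl-B protein for full effect; a part of the inactive calls stands beside numbers as strong as those of hits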
# MRP resist rev cytotoxicity = further read-out of MRP resist rev, marked with its call; viability, %; H69AR cells, CellTiter-Glo, 72 h; measured here: cytotoxicity without doxorubicin
# MRP resist rev with doxorubicin = further read-out of MRP resist rev, marked with its call; viability, %; measured here: viability with 2 uM doxorubicin; stronger effect = lower value
# IL1B NFkB inh cell count 2 µM = second read-out of IL1B NFkB inh, no call of its own (marks repeat the call); cell count; measured here: cells passing quality filter;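 raw number of nuclei counted in each imaged well without normalization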
# IL1B NFkB pot cell count 2 µM = recorded beside IL1B NFkB pot, whose call it bears; cell count; measured here: cells passing quality filter
# Active calls of the source: *; . = not tested or not shown. An excerpt; the hit share may differ from the screen's.
# Each structure is followed by: PLAP inhibition	MRP resist rev	MRP resist rev cytotoxicity	MRP resist rev with doxorubicin	IL1B NFkB pot	IL1B NFkB pot cell count 2 µM	IL1B NFkB inh	IL1B NFkB inh cell count 2 µM	Bcl-B displacement
COc1ccccc1-c1nc(C#N)c(NCc2ccc(F)cc2)o1
→ 14%	-7	89	97	-17	65	17	65	-11%
CCOc1cccc(C(=O)Nc2cc(-c3nn4c(C)nnc4s3)ccc2C)c1
→ 8%	.	.	.	-4	55	4	55	2%
COc1cc(NC(=S)Nc2ccc(S(=O)(=O)N3CCOCC3)cc2)cc(OC)c1OC
→ 17%	.	.	.	3	114	-3	114	-10%
Cc1ccc(C)c(NC(=S)c2ccccn2)c1
→ -21%	1	3	2	11	139	-11	139	-6%
COc1ccc(C2CC(=O)C=C(NCC3CCCO3)C2)cc1 (stereo unspecified)
→ -4%	-1	90	91	6	83	-6	83	-4%
C1=CC2CC1CC2CNCc1ccco1 (stereo unspecified)
→ 11%	18	98	80	27	98	-27	98	3%
CCOC(=O)C1CCCN(C(=O)c2ccccc2NC(C)=O)C1 (stereo unspecified)
→ -11%	-4	87	91	7	144	-7	144	4%
O=C(O)CSCc1ccc(C(=O)O)o1
→ 1%	5	97	92	21	180	-21	180	14%
Cc1coc2c(C)c3oc(=O)c4c(c3cc12)CCCC4
→ 13%	-3	21	25	.	.	.	.	-6%
CC1=C(C(=O)NCc2ccccc2)C(c2cc(Br)cc(Br)c2OC(C)C)NC(=O)N1 (stereo unspecified)
→ .	4	96	92	4	95	-4	95	.
COC(=O)c1ccc(OC(=O)c2ccccn2)cc1
→ -6%	1	89	88	.	.	.	.	37%
CCCC(=NCC(=O)O)C1=C(O)C(C(=O)OC)C(C)(C)CC1=O (stereo unspecified)
→ 2%	-2	105	107	-2	85	2	85	-4%
CN=C(C)C1=C(O)C(C(=O)OC)C(C)(C)CC1=O (stereo unspecified)
→ 13%	2	97	95	17	176	-17	176	-13%
CCOC(=O)N1CCN(C(=O)CN2C(=O)COc3ccc(C)cc32)CC1
→ -20%	-8	83	91	18	142	-18	142	-8%
CC(C)n1nc(C(=O)OCC(=O)N(C)C2CCS(=O)(=O)C2)c2ccccc2c1=O (stereo unspecified)
→ 8%	-10	104	113	29	179	-29	179	-4%
CC(C)(C)C(=O)OCc1cn(-c2ccc(Cl)cc2)nn1
→ 6%	.	.	.	-5	180	5	180	-9%
CCn1nnnc1SCC(=O)Nc1nc(-c2cccs2)cs1
→ .	20	84	64	26	125	-26	125	.
Cc1sc(NC(=O)c2ccc(OCC(C)C)cc2)c(C(N)=O)c1-c1ccc(Cl)cc1Cl
→ 2%	.	.	.	9	167	-9	167	-2%
COc1ccc(NS(=O)(=O)c2ccc(NC(=S)NC(=O)CC(C)C)cc2)cc1
→ 0%	.	.	.	14	168	-14	168	-6%
CCOC(=O)C(=O)Nc1nnc(C2CCCCC2)s1
→ -15%	-17	89	106	-5	82	5	82	2%
COc1ccc(C(=O)CSc2nnc(-c3cnccn3)n2Cc2ccco2)cc1
→ -33%	14	89	75	11	115	-11	115	-13%
N#CC1=C(N)SC(N)=C(C#N)C1C1C=CCCC1 (stereo unspecified)
→ .	-2	94	96	1	156	-1	156	.
COc1ccc(N2CCN(S(=O)(=O)c3cccc4nsnc34)CC2)cc1
→ -7%	8	94	86	5	183	-5	183	9%
COc1cccc(N2CCN(C3CC(=O)N(c4ccc(C)c(Cl)c4)C3=O)CC2)c1 (stereo unspecified)
→ -24%	8	93	86	.	.	.	.	-15%
O=C1N(c2ccc(Cl)c(Cl)c2)CN(Cc2ccccc2)CN1n1cnnc1
→ 4%	44	97	53	10	83	-10	83	3%
Cc1ccc(C2CC(=O)Nc3sc(C(N)=O)c(N)c32)cc1 (stereo unspecified)
→ 7%	-6	102	108	6	101	-6	101	-8%
CCc1ccc(NC(=O)Cn2nc(C(F)(F)F)c3c2CCC3)cc1
→ 5%	-13	81	94	9	169	-9	169	-6%
N/C(=N\OC(=O)C1CCCCC1)c1ccccn1
→ -5%	.	.	.	1	144	-1	144	-2%
Cc1ccccc1C(=O)OCn1nnc2ccccc2c1=O
→ 12%	-13	95	108	.	.	.	.	-1%
Cc1ccc(Cn2nnnc2CN2CCC(NC(=O)c3ccccc3F)CC2)cc1
→ 4%	21	101	80	-3	167	3	167	9%
Cc1ccc(SC/C(O)=C(\C#N)c2nc3ccccc3n2C)cc1
→ 14%	3	87	83	-7	154	7	154	23%
Cc1cc2nc(-c3ccc(SCc4ccc(C#N)cc4)nc3)[nH]c2cc1C
→ -1%	.	.	.	16	171	-16	171	2%
CCOC(=O)Cn1nc(C)n(-c2ccc(C(C)C)cc2)c1=O
→ 0%	.	.	.	8	133	-8	133	-3%
O=C1c2ccccc2CCC12N=NCC2c1ccccc1 (stereo unspecified)
→ 25%	-15	80	94	9	182	-9	182	-9%
CCN1c2ccccc2NC2C1C(C(C)=O)C(=O)N2c1ccc(Cl)cc1 (stereo unspecified)
→ -52%	1	18	17	11	107	-11	107	-46%
COc1ccc2[nH]c(=O)c(CN(CC3CCCO3)C(=O)Nc3ccccc3OC)cc2c1 (stereo unspecified)
→ -58%	-38	20	59	1	191	-1	191	7%
CN(C)c1ccc(C(=O)Nc2nnc(-c3ccc(Cl)cc3)o2)cc1
→ -84%	-17	57	74	.	.	.	.	3%
Cc1cc(C)c(C#N)c(SCC(=O)C(C)(C)C)n1
→ -4%	8	92	84	8	171	-8	171	2%
COc1cccc(NC(=O)CN2CCC(C)CC2)c1
→ -36%	-13	87	101	-1	101	1	101	0%
Cc1ccc(Nc2ncccc2C(=O)NCc2cccs2)c(C)c1
→ 12%	.	.	.	0	98	0	98	2%
COc1ccc(OC)c(-n2c(N)c(C(=O)NCC3CCCO3)c3nc4ccccc4nc32)c1 (stereo unspecified)
→ -33%	-17	49	66	-1	189	1	189	-4%
C1CCC(n2nnnc2CN2CCCC2)CC1
→ 14%	1	92	91	8	168	-8	168	5%
CCOC(=O)c1[nH]c2ccc(OCC)cc2c1NC(=O)CN1CCN(c2ccccc2)CC1
→ 2%	2	80	78	16	186	-16	186	1%
CCOC(=O)N1CCN(c2c(NC3CCN(Cc4ccccc4)CC3)c(=O)c2=O)CC1
→ -20%	2	95	93	16	192	-16	192	-3%
COC(=O)c1c(O)ccc(Oc2ccccc2)c1C(=O)OC
→ -21%	16	101	85	.	.	.	.	-2%
Cc1noc(/C=C/N(C)C)c1S(=O)(=O)N1CCCC(C(=O)NC2CCCCC2C)C1 (stereo unspecified)
→ -56%	-6	92	98	-3	156	3	156	13%
CC(=O)N1CCN(c2cc(N3CCc4ccccc4C3)c(F)cc2[N+](=O)[O-])CC1
→ -23%	.	.	.	3	124	-3	124	-3%
CCCCn1ccnc1C(=O)c1cccc(S(=O)(=O)N2c3ccccc3CC2C)c1 (stereo unspecified)
→ -15%	-5	71	76	.	.	.	.	-32%
CCOC(=O)c1sc(C)c2c1NC(c1ccc(N(C)C)cc1)NC2=O (stereo unspecified)
→ 7%	-3	68	70	-12	176	12	176	6%
COc1ccc(OCC(=O)NCCCN2CCOCC2)cc1
→ .	5	91	86	33	162	-33	162	.

# Single values from the list:
# IL1B NFkB inh with `CC(=O)N1CCN(c2cc(N3CCc4ccccc4C3)c(F)cc2[N+](=O)[O-])CC1` = -3
# Bcl-B displacement with `COC(=O)c1c(O)ccc(Oc2ccccc2)c1C(=O)OC` = -2%
# IL1B NFkB inh cell count 2 µM with `Cc1noc(/C=C/N(C)C)c1S(=O)(=O)N1CCCC(C(=O)NC2CCCCC2C)C1` (stereo unspecified) = 156
# IL1B NFkB inh with `COc1ccc(OCC(=O)NCCCN2CCOCC2)cc1` = -33

# More results follow:
# Each structure is followed by: PLAP inhibition	MRP resist rev	MRP resist rev cytotoxicity	MRP resist rev with doxorubicin	IL1B NFkB pot	IL1B NFkB pot cell count 2 µM	IL1B NFkB inh	IL1B NFkB inh cell count 2 µM	Bcl-B displacement
O=C(NCCc1c[nH]c2ccccc12)C(F)(F)C(F)F
→ -7%	0	93	93	-2	117	2	117	0%
O=c1cc(N2CCOCC2)[nH]c(=O)n1C1CCCCC1
→ 5%	-2	76	78	23	130	-23	130	11%
O=C(CC1CCCC1)Nc1nc2ccccc2[nH]1
→ -10%	8	93	86	-11	189	11	189	17%
CC(C)Cn1cnc2c(N)nc3ccccc3c21
→ 24%	-12	70	82	.	.	.	.	4%
CCOC(=O)c1c(C)sc2c1N(C(C)=O)c1cc(Cl)ccc1S2
→ -11%	13	82	68	0	149	0	149	4%
O=C(c1cccc(C(F)(F)F)c1)N1CCCCCC1
→ -3%	.	.	.	2	175	-2	175	1%
c1ccc(OCCSc2nnnn2-c2ccccc2)cc1
→ 35%	16	94	78	1	214	-1	214	0%
OCc1cn(-c2ccccc2)nc1-c1ccc(-c2nn(-c3ccccc3)cc2CO)cc1
→ -20%	-6	81	87	21	131	-21	131	-10%
COc1ccc(C2CC(c3c(-c4ccccc4)c4cc(Cl)ccc4[nH]c3=O)=NN2S(C)(=O)=O)cc1 (stereo unspecified)
→ -15%	-4	14	18	19	141	-19	141	2%
COC(=O)c1[nH]c2cccc(OC)c2c1NC(=O)CN(C)CC1OCCO1
→ -7%	11	92	81	-9	179	9	179	6%
O=C1N(CN2CCN(c3cccc(Cl)c3)CC2)c2ccccc2C12OCCCO2
→ 3%	-12	80	92	.	.	.	.	-2%
CCSc1ccc2nnc(-c3cccc(F)c3)n2n1
→ -26%	-12	65	78	-16	121	16	121	-10%
Cc1ccc2nc(NCCCN3CCOCC3)c(C=NCCCN3CCOCC3)c(=O)n2c1
→ -3%	6	98	92	2	166	-2	166	4%
Cc1ccc(SCCCCN2C(=O)NC(C)(C)C2=O)cc1
→ 5%	-2	92	94	-10	84	10	84	0%
CCC(C)(C(=O)NC1CCCC1)N(C(=O)CNC(C)=O)c1ccccc1 (stereo unspecified)
→ -31%	5	96	90	.	.	.	.	0%
Nc1ncnc(N(c2ccccc2)C2CCCCC2)c1[N+](=O)[O-]
→ 7%	.	.	.	8	111	-8	111	0%

# 3 structures out of the list, ordered by length of the SMILES, lowest first:
# Each structure is followed by: PLAP inhibition	MRP resist rev	MRP resist rev cytotoxicity	MRP resist rev with doxorubicin	IL1B NFkB pot	IL1B NFkB pot cell count 2 µM	IL1B NFkB inh	IL1B NFkB inh cell count 2 µM	Bcl-B displacement
Cc1ccc(SCCCCN2C(=O)NC(C)(C)C2=O)cc1
→ 5%	-2	92	94	-10	84	10	84	0%
CCC(C)(C(=O)NC1CCCC1)N(C(=O)CNC(C)=O)c1ccccc1 (stereo unspecified)
→ -31%	5	96	90	.	.	.	.	0%
Cc1ccc2nc(NCCCN3CCOCC3)c(C=NCCCN3CCOCC3)c(=O)n2c1
→ -3%	6	98	92	2	166	-2	166	4%

# Entries listed so far containing a nitro group on carbon (two):
# Each structure is followed by: PLAP inhibition	MRP resist rev	MRP resist rev cytotoxicity	MRP resist rev with doxorubicin	IL1B NFkB pot	IL1B NFkB pot cell count 2 µM	IL1B NFkB inh	IL1B NFkB inh cell count 2 µM	Bcl-B displacement
CC(=O)N1CCN(c2cc(N3CCc4ccccc4C3)c(F)cc2[N+](=O)[O-])CC1
→ -23%	.	.	.	3	124	-3	124	-3%
Nc1ncnc(N(c2ccccc2)C2CCCCC2)c1[N+](=O)[O-]
→ 7%	.	.	.	8	111	-8	111	0%
